TRb-SRC2 inh: qHTS for Inhibitors of the Interaction of Thyroid Hormone Receptor and Steroid Receptor Coregulator 2. Potency, µM (top dose mostly 106 µM), inactives show at the top dose activity change, negative = inhibition, most hits filed as inhibitors. 280,000 tested, 0.065% active. TRbeta-SRC2 peptide binding, fluorescence polarization; receptor liganded with 1 µM T3. Thyroid hormone receptor beta (Homo sapiens), P10828;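 note: plate controls were bound peptide for no effect and peptide without receptor for full effect; nearly all actives have a fitted effect of over 50% in size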
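Quantitative HTS by FP: 0.6 uM TRb LBD, 20 nM labeled SRC2 20-mer, 1 uM T3, 5% DMSO; 5 hr ambient incubation; % activity per concentration and potencies from concentration series.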
ALDH1A1 inh: qHTS Assay for Inhibitors of Aldehyde Dehydrogenase 1 (ALDH1A1); Aldehyde dehydrogenase 1A1 (Homo sapiens), P00352; Purified ALDH1A1, NADH fluorescence, propionaldehyde substrate; Potency, µM (top dose mostly 75.3 µM), for the others: top-dose activity, negative = inhibition, usual class: inhibitors; 220,000 tested, 7.3% active; AID 1030, 2008; active = well fitted inhibition curve with a large enough effect, not every such curve was filed as active; inconclusive = small, poorly fitted or top-dose-only effect, or another doubt; inactive = no such curve, though single readings can be large or run the other way;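 note: plate controls were no enzyme wells and a reference inhibitor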
Target sequence (P00352 whole entry, looked up): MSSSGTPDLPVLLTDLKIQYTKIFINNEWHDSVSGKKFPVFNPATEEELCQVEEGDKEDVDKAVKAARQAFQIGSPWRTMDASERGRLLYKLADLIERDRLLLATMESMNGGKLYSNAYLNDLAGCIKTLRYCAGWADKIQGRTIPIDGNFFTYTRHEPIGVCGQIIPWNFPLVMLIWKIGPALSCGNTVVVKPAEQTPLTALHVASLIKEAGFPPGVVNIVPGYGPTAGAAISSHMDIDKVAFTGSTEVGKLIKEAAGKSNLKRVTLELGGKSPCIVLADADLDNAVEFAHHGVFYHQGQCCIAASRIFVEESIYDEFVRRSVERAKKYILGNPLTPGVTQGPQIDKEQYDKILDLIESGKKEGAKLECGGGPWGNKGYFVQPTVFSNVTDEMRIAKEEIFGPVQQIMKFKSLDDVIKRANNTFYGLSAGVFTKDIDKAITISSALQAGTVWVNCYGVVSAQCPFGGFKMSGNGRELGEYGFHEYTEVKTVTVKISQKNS
TexasRed fluor: Total Fluorescence Counterscreen for Inhibitors of the Interaction of Thyroid Hormone Receptor and Steroid Receptor Coregulator 2. Potency, µM (highest dose often 106 µM), for inactives: at the highest dose fluorescence change, negative = quenching. TRb/SRC2 Texas Red total fluorescence interference. 280,000 tested, 0.29% active; active = well fitted curve in either direction with a large enough effect; inconclusive = small, poorly fitted or top-dose-only effect; note: % is set by controls: 0 for no effect and ±100 for the full control effect
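Flags fluorescent or light-absorbing compounds by total fluorescence, S + 2P, at 555 nm excitation and 632 nm emission. Mixture: 20 nM Texas Red SRC2 peptide, 0.6 uM human TRb LBD, 1 uM T3, 5% DMSO; compound exposure 5 h at ambient temperature.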
Lamin A splicing: qHTS Assay for Modulators of Lamin A Splicing. HeLa LMNA splicing GFP/RFP minigene ratio, 48 h. 200,000 tested, 0.01% active. Potency, µM (series often up to 46.1 µM), inactives show at the top dose ratio change, negative = inhibition, hits mostly inhibitors; active = well fitted inhibition curve with a large enough effect in the signal ratio, with a control signal flat, not every such curve was filed as active; inconclusive = small, poorly fitted or top-dose-only effect, or effect the other way, or a change in a side signal; the % refers to the signal ratio; note: % is set by controls: 0 for no effect and ±100 for the full control effect
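S3 HeLa cells stably expressing lamin A-EGFP splicing minigene plus DsRed2, 600 cells/well, 48 h compound exposure at 37C. Laser-scanning cytometry; analysed as GFP (500-530 nm)/RFP (575-640 nm) total intensity ratio; 0.5% DMSO vehicle.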
SMN2 splice up: qHTS Assay for Enhancers of SMN2 Splice Variant Expression; HEK293 SMN2-luciferase splicing reporter, luminescence, 30-36 h; Potency, µM (titrated, usually from 46.1 µM), inactives show top-dose activity change, positive = activation, usual class: activators; 210,000 tested, 2.8% active; AID 1458, 2008; note: % of control where 0% means no effect; nearly all actives have a fitted effect of over 55% in size
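HEK293 cells carry an SMN2 minigene-luciferase reporter in which exon 7 inclusion puts luciferase in frame. Cells were seeded at 2000 cells/well, attached for 10-12 hours, then exposed to compounds for 30-36 hours at 37C before ONE-Glo luminescence.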
RECQ1 helicase: qHTS Assay for Inhibitors of RecQ-Like Dna Helicase 1 (RECQ1); 240,000 tested, 0.54% active; Potency, µM (top dose mostly 57.3 µM), without a hit: top-dose activity, negative = inhibition, actives largely listed as inhibitors; ATP-dependent DNA helicase Q1 (Homo sapiens), P46063; RECQ1 DNA unwinding, red fluorescence kinetic read;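 note: plate controls were vehicle for no effect and no enzyme for full effect; nearly all actives have a fitted effect of over 30% in size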
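RECQ1T1 50 nM; forked duplex (20 bp + 30-nt ss tails) 200 nM, ATP 2 mM final; pH 8.0, 2 mM MgCl2, 2.5 ug/ml poly(dI-dC); 15 min compound preincubation; discontinuous kinetic read over 2 h at RT.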
JMJD2E inh: qHTS Assay for Inhibitors of Human Jumonji Domain Containing 2E (JMJD2E); JMJD2E catalytic domain, FDH-coupled NADH fluorescence (FDH is formaldehyde dehydrogenase); Potency, µM (series often up to 57.1 µM), for the others: at the highest dose activity change, negative = inhibition, usual class: inhibitors; 230,000 tested, 1.6% active; active = well fitted inhibition curve with a large enough effect, not every such curve was filed as active; inconclusive = small, poorly fitted or top-dose-only effect, or another doubt; inactive = no such curve, though single readings can be large or run the other way;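 note: 0% = wells with enzyme and -100% = buffer wells without enzyme; nearly all actives have a fitted effect of over 50% in size; many of its hits are not listed in these tables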
Target sequence (B2RXH2 1-337 limits assumed): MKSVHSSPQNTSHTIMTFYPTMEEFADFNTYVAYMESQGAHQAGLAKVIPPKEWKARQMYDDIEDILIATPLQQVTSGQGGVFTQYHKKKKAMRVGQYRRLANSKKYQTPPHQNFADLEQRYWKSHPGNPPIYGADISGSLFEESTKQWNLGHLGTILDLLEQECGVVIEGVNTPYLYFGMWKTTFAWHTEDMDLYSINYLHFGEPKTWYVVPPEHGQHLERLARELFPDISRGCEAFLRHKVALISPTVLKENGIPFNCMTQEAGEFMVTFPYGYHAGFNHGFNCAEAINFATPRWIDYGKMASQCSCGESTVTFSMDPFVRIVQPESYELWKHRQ
GoLoco inh red: qHTS Assay for Inhibitors of RGS12 GoLoco Motif Activity (Red Fluorophore); Gai1:RGS12 GoLoco peptide FP, rhodamine, 10 min; Potency, µM (series often up to 61.6 µM), without a hit: at the top dose activity, negative = inhibition, most hits filed as inhibitors; 230,000 tested, 0.44% active; AID 880, 2007; active = well fitted inhibition curve with a large enough effect, not every such curve was filed as active; inactive = no such curve, though single readings can be large or run the other way; note: % is set by controls: 0 for no effect and ±100 for the full control effect; nearly all actives have a fitted effect of over 30% in size; many of its hits are not listed in these tables
Active calls of the source: *; i = inactive; ? = inconclusive; . = no result given; [ ] = remark or other dose. Unless noted, calls come from the whole dose curve; as a rule, active = well fitted curve in the direction sought with a large enough effect; inconclusive = small, poorly fitted or top-dose-only effect, or another doubt; inactive = no such curve, though single readings can be large; an effect the other way counts as inactive or inconclusive. Potency is the fitted concentration of half-maximal effect. This is a subset (hit frequency here may not be typical).

SMILES | TRb-SRC2 inh | ALDH1A1 inh | TexasRed fluor | Lamin A splicing | SMN2 splice up | RECQ1 helicase | JMJD2E inh | GoLoco inh red
CCc1c(C)sc(NC(=O)c2noc(C)c2[N+](=O)[O-])c1C#N | 1% | 18µM* | 0% | -6%[46 µM] | -25% | -1% | -9% | 3%
Cc1cc(-n2c(C)cc(C(=O)CCl)c2C)no1 | -13% | 1µM* | -6% | ? | 2% | -3% | 7% | 14%
CN(C)[C@@H](CO)c1nnc([C@H](Cc2ccc(O)cc2)NC(=O)C2CCNCC2)o1 | 4% | -6% | 0% | . | . | -7% | -4% | -2%
CC(C)CN1CCC(C(=O)NCC2CCCO2)CC1 (configuration not stated) | 1% | ? | 2% | -1% | -8% | 1% | ? | -6%
N#Cc1c(NC(=O)CCCl)sc2c1CCCCC2 | -4% | -5% | -1% | ? | 4% | -2% | 4% | 7%
CCOCc1nnc(NC(=O)CSCc2ccccc2)s1 | -1% | ? | -1% | 4% | -6% | -3% | 0% | 5%
CC(C)(C)C(=O)NC1CCN(S(=O)(=O)c2cccc(C(F)(F)F)c2)CC1 | 3% | 5% | 1% | -1% | . | 1% | -9% | .
COc1cc(C(=O)Nc2cccc(-c3nc4cc(C)cc(C)c4o3)c2)cc(OC)c1OC | -4% | 3% | 1% | -1% | -16% | -4% | 6% | 3%
CC(=O)c1cccc(NC(=O)N2C3CCC2CC(NC(=O)Nc2ccccc2)C3)c1 (configuration not stated) | -4% | 0% | -5% | . | . | i | -9% | -13%
N#Cc1c(/N=C/c2ccccc2)oc(-c2ccccc2)c1-c1ccccc1 | -4% | ? | 0% | -6% | -22% | 4% | ? | -16%
COC(=O)c1c(NC(=O)CSc2nnnn2C)sc(C)c1C | 4% | ? | -3% | -6% | -10% | i | 6% | 11%
Cc1ccccc1NC(=O)CN1C(=O)N/C(=C\c2cccn2-c2cccc(C(=O)O)c2)C1=O | -4% | -7% | -3% | ? | -1% | 14µM* | ? | 8%
NC(=O)C(c1ncc(C(F)(F)F)cc1Cl)c1c(Cl)cccc1Cl (configuration not stated) | -6% | -2% | -3% | -9% | -14% | -14% | 6% | 9%
CSc1nnc(NC(=O)c2cc3ccccc3oc2=O)s1 | -2% | 10% | 0% | 3% | -15% | -3% | -7% | -1%
CCOC(=O)N/N=C1/C[C@@H](O)[C@@H](O)[C@@H]2[C@@H]3C(=O)N(c4cccc(Oc5ccccc5)c4)C(=O)[C@H]3CC[C@H]12 | 2%[11.2 µM] | 6%[13.5 µM] | 2%[11.2 µM] | . | . | 11%[11.5 µM] | . | .

Another view of 2 compounds above.
> CCOCc1nnc(NC(=O)CSCc2ccccc2)s1
  TRb-SRC2 inh: -1%	ALDH1A1 inh: ?	TexasRed fluor: -1%	Lamin A splicing: 4%	SMN2 splice up: -6%	RECQ1 helicase: -3%	JMJD2E inh: 0%	GoLoco inh red: 5%

> CC(C)(C)C(=O)NC1CCN(S(=O)(=O)c2cccc(C(F)(F)F)c2)CC1
  TRb-SRC2 inh: 3%	ALDH1A1 inh: 5%	TexasRed fluor: 1%	Lamin A splicing: -1%	SMN2 splice up: .	RECQ1 helicase: 1%	JMJD2E inh: -9%	GoLoco inh red: .

(list continues)
SMILES | TRb-SRC2 inh | ALDH1A1 inh | TexasRed fluor | Lamin A splicing | SMN2 splice up | RECQ1 helicase | JMJD2E inh | GoLoco inh red
COc1ccc(Cc2nnc(N)s2)cc1OC | -7% | 28µM* | -3% | -7% | -11% | 1% | -6% | -1%
CCOc1ccc(Br)cc1C(=O)Nc1ccc(C(=O)NCC(C)C)cc1 | -6% | -2% | -7% | 4% | -36%[inhibitor] | -8% | -2% | -8%
COc1cc(CCN2C(=O)c3cccc4cccc(c34)C2=O)c(S(=O)(=O)N2CCC(C)CC2)cc1OC | -11% | ? | -1% | -14% | 5% | -5% | ? | 3%
Cc1ccc2cc(C#N)c(SCC(=O)NNC(=O)Cc3ccccc3)nc2c1 | 8% | 4% | 0% | -12% | 28% | -4% | 9% | -6%
CC(C)COP(=O)(OCC(C)C)C(Nc1ccccc1)c1ccccc1 (configuration not stated) | 2% | . | 0% | . | . | -5% | -2% | -8%
COCCNC(=O)Cn1nc(C)c([N+](=O)[O-])c1C | -7% | 12% | 0% | -5%[46 µM] | . | -1% | 9% | -3%
O=C(O)CCCNS(=O)(=O)c1ccc(Br)s1 | 5% | 7% | 1% | -5% | 2% | -2% | 5% | -2%
CN(C)N1C(N)=C(C#N)C(c2cccnc2)C2=C1CC(C)(C)CC2=O (configuration not stated) | -4% | 1% | -2% | 15% | -9% | -9% | -11% | 2%
Cc1cc2ccccn2c1C(=O)c1ccc([N+](=O)[O-])o1 | 6% | ? | -1% | . | -9% | -13% | 0% | 0%
COc1ccc(C)cc1S(=O)(=O)NC1CCCC1 | -20% | 3% | -1% | 0% | ? | -3% | 0% | 4%
COc1cc2c(cc1NC(=O)/C=C/c1ccc([N+](=O)[O-])cc1)oc1ccccc12 | 4%[53 µM] | -5% | 0%[53 µM] | -6% | 0% | -5% | 5% | -6%
O=C(NCc1ccco1)N1c2ccccc2Sc2ccccc21 | 13% | ? | -1% | 13% | -32%[inhibitor] | -1% | 0% | 1%
COc1ccccc1-c1nc(-c2ccncc2)no1 | -1% | 13% | -3% | -2% | 13µM* | 4% | 1% | 5%
N=C(N)n1c(N)nc2ccccc2c1=O | 0% | . | 0% | . | . | i | ? | 6%
Cc1nn(CC(=O)Nc2cccnc2)c(=O)c2ccccc12 | -4% | 5% | -2% | -9%[46 µM] | -2% | i | -4% | 9%
O=c1ccccn1Cc1c(Cl)cccc1Cl | -1% | 2% | -3% | 16% | 1% | -12% | 4% | 6%
CCCC1CCc2c(sc(NC(=O)c3cccs3)c2C(N)=O)C1 (configuration not stated) | -4% | ? | -4% | 7% | 4% | 0% | ? | 9%
O=C(CCS(=O)(=O)CCN1CCOCC1)NCNC(=O)CCS(=O)(=O)CCN1CCOCC1 | -3% | 4% | -1% | -3%[46 µM] | . | -4% | 9% | 18%
Cn1cnc2c1c(=O)[nH]c(=O)n2C | 3% | 1% | 1% | ? | 3% | -8% | -6% | 6%
Cc1cc(C)n2c(nc3ccccc32)c1C(=O)NCc1ccccc1 | -4% | ? | 0% | -14%[46 µM] | -2% | -20% | ? | 16%
Cc1nc2ccccc2nc1N/N=C/c1ccc(O)cc1 | 4% | . | -7% | . | . | i | ? | -5%
Cc1cccc(NC(=O)CCOc2ccccc2)c1 | -3% | 3% | -1% | 5% | -11% | -5% | 0% | 8%
CCOC(=O)CNC(=O)C12CC3CC(C1)CC(c1ccc(C)cc1)(C3)C2 | 0% | 17% | 0% | ? | -3% | i | -7% | -17%
O=C(CSc1nnc(-c2ccccc2F)n1C1CC1)Nc1cccnc1Cl | 0% | -10% | -3% | ? | -18% | 8% | 0% | 22%
Cc1ccc(S(=O)(=O)NNC(=O)CCCCC(=O)NNS(=O)(=O)c2ccc(C)cc2)cc1 | -1% | ? | -2% | . | 1% | 11% | -10% | 7%
O=C(CNC(=O)c1ccc2c(c1)OCO2)N/N=C/c1cccc([N+](=O)[O-])c1 | -3% | 0% | -2% | 6%[46 µM] | 7% | 3% | 5% | 4%
O=C(NNC(=S)NC(=O)c1ccco1)c1ccc(NC(=O)c2ccccc2)cc1 | 1% | -14% | -4% | . | -27% | i | ? | -3%
Cc1ccccc1NC(=O)c1ccc(NS(=O)(=O)c2cc(C(C)(C)C)cc(C)c2C)cc1 | -1% | 2.8µM* | 0% | -29% | -9% | -16% | -6% | 5%
C=CCn1c(=NC(=O)C2CCCCC2)sc2cc(NC(C)=O)ccc21 | 7% | ? | -7% | -7% | -18% | -1% | ? | 2%
CC(C)CCNC(=O)C1(c2cccs2)CCOCC1 | 3% | 6% | 0% | -2%[1.84 µM] | -6% | -5% | 16% | 0%
CC1(OC(=O)CCc2ccccc2)C(=O)C=C2C=C(c3ccc(C#N)cc3)N(CCc3ccccn3)C=C2C1=O (configuration not stated) | 4%[11.2 µM] | 10%[13.5 µM] | -3%[11.2 µM] | 3%[9.22 µM] | 7%[9.22 µM] | 1%[11.5 µM] | ? | 5%[14.2 µM]
Cc1cc(N2CCOCC2)ccc1/C=C1\NC(=O)N(CC(=O)Nc2ccc(F)cc2)C1=O | 0% | -2% | -1% | . | 18% | i | -16% | 16%
COc1cc(/C=C(\C#N)C(=O)NCC2CCCO2)ccc1OC(C)C (configuration not stated) | -5% | ? | -2% | -7% | -9% | 9% | -18% | -4%
CCNC(=O)N1C(=O)C2(OCCO2)c2cc(Br)ccc21 | -3% | 3% | -1% | -6% | 1% | i | 2% | -5%
O=C(/C=C/c1ccccc1)Nc1ccc(Cl)cn1 | -3% | 4% | -2% | -4%[46 µM] | 13µM* | i | -4% | 15%
N#CCSc1nnc(-c2ccc(F)cc2)n1N | -6% | 7% | -2% | 13%[46 µM] | -11% | i | 0% | 24%
N=c1ccn(Cc2ccc(Cl)c(Cl)c2)cc1 | -26% | 5% | -1% | ? | -47%[inhibitor] | -2% | 1% | 4%
CCOC(=O)C(NC(C)=O)C(=O)Nc1c(C)cccc1C (configuration not stated) | -2% | 8% | 2% | 2%[9.22 µM] | 16% | i | 5% | 10%
O=c1c(-c2cc(F)cc(F)c2)nc2cnc(N3CCOCC3)nc2n1CCc1ccccc1 | . | ? | . | ? | . | -9% | . | 3%
CCCCOc1ccc(Cc2c(Cl)nc(SC)nc2N2CCOCC2)cc1 | 0% | ? | 0% | ? | -54%[inhibitor] | -1% | -14% | 7%
O=C1C2CCCN2C(=O)N1CCCN1CCN(c2cccc(Cl)c2)CC1 (configuration not stated) | -4% | 4% | -6% | 4% | -1% | -3% | -1% | 14%

High-throughput results deposited in PubChem by National Center for Advancing Translational Sciences (NCATS).
